Compound activity: PubChem BioAssay, Broad Institute
Xi reactivation: reactivates the inactive X chromosome in mouse fibroblasts. XiGFP mouse fibroblasts, % GFP-positive cells imaging, 3 d; cells co-treated with 5-aza-dC sensitizer; scaled so ellipticine positive control = 100%. activation, % at 7.58 µM. hit rate 0.055% among 360,000. AID 743238;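 active = mean normalized replicate activation at least 10% and every replicate at or above 10%; inconclusive = only one of the two criteria met; inactive = mean below 10% and not all replicates reach 10%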;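 also: 0% = median of on-plate neutral control wells and 100% = ellipticine 6 µM median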
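System: 68-5-11 XiGFP fibroblast line; Timing: 3 days compound exposure; Compound dosing: one concentration, pinned; Benchmarks: positive control ellipticine, 6 µM final; Buffer or medium: DMEM containing 5-aza-dC.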
SIRT5 inh: inhibitors of human sirtuin-5 desuccinylase; Q9NXA8; Purified SirT5, succinyl-peptide AMC, trypsin-coupled fluorescence; inhibition, % at 15 µM; hit rate 1.1% among 330,000; AID 652115; in the data active = inhibition above about 15%; inconclusive = no clear call, values can overlap the other calls
LGR2 inh: blocks bursicon-induced cAMP signaling via Drosophila LGR2; HEK293 LGR2, CRE-luciferase, bursicon-stimulated, 4 h; inhibition, % at 9.99 µM; hit rate 0.35% among 380,000; AID 720647;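 active = drop in luminescence signal, shown as inhibition above about 50% in the replicate tests, limit read from the data, passing the limit was not always enough; inconclusive = probably only some replicates passing the limit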;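 also: agonist challenge used bursicon conditioned medium at about half maximal strength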
ERAP1 inh: ERAP1 (human) enzyme inhibition | inhibition, % at 10.7 µM | recombinant ERAP1, Leu-AMC fluorescence, 60 min | hit rate 0.15% among 340,000 | Q9NZ08;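 active = mean replicate inhibition of at least 30%, or all replicates individually reaching that 30% level; inactive = mean below 30% and not every replicate reaching it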;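 also: 0% = neutral control wells and 100% = L-leucinethiol positive control wells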
Target sequence (Q9NZ08 whole entry, looked up): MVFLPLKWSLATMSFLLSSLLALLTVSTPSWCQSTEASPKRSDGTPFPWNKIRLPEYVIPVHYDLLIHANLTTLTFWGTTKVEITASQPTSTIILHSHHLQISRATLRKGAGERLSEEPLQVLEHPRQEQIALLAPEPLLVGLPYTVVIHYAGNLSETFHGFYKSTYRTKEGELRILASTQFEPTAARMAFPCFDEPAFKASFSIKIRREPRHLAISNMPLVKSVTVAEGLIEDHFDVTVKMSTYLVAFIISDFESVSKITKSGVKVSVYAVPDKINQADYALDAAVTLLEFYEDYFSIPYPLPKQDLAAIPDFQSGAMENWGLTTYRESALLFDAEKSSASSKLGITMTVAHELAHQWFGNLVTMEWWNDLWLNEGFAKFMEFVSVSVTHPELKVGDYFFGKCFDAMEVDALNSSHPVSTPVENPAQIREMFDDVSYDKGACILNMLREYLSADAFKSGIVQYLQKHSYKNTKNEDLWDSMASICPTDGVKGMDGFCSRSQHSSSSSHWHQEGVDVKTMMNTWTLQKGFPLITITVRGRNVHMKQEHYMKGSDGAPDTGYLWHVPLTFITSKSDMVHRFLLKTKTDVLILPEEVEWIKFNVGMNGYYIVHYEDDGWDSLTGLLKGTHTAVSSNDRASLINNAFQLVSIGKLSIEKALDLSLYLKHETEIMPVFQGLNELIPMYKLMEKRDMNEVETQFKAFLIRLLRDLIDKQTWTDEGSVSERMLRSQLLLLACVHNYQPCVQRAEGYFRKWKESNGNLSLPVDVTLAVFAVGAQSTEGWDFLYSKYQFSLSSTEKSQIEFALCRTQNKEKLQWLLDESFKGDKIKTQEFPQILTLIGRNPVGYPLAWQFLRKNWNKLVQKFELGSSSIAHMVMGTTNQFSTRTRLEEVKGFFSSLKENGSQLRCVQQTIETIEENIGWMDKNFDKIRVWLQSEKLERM
Cneo AK release: causes C. neoformans cell lysis; lysis activity, % at 15 µM; hit rate 0.2% among 360,000; adenylate kinase release luminescence, 4 h; normalised: neutral wells 0, clomiphene wells 100; AID 651654;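 active = mean lysis activity across replicates of at least 80%, whatever share of replicates individually reach that level; inactive = mean lysis activity below 80%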
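Material: C. neoformans cells; Schedule: 4 h static compound exposure, 37 °C, read 1 h post-reagent; Measured by: adenylate kinase release luminescence; Read-out: signal increase indicating cell lysis; Controls: Clomiphene as positive lysis control.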
PGC1a acetyl inh: modulators of PGC1a acetylation; U2OS PGC1a acetylation, AlphaScreen anti-acetyl-lysine; with virally co-expressed GCN5 acetyltransferase; inhibition, % at 15.6 µM; hit rate 0.17% among 350,000;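 active = every replicate shows inhibition of at least 40%; inconclusive = mean inhibition at least 40% but some replicate below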;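 also: 0% = neutral control wells and 100% = positive control wells; some results beyond the cut were filed as inactive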
S100A4 inh HTS: inhibitors of human S100A4 binding to myosin IIA peptide; inhibition, % at 10.7 µM; P26447; hit rate 0.14% among 360,000; S100A4/TAMRA-MyoIIA peptide fluorescence polarization;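 active = mean inhibition of at least 70% across replicates, with every replicate also reaching that level; inconclusive = mean inhibition reaches 70% but some replicates fall short; inactive = mean inhibition below 70%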
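Test system – S100A4 monomer (human) · Compound – single-point compound testing · Schedule – 5 min incubation before reading · Probe or stimulus – TAMRA-labelled myosin IIA heavy-chain peptide probe, 5 nM · Benchmarks – neutral control DMSO, positive control TFP · Medium – Calcium-containing HEPES buffer, pH 7.2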
Statin myotox sup: suppression of simvastatin myotoxicity; C2C12 myotubes + simvastatin, ATP luminescence, 48 h; scaled: DMSO 0, geranylgeraniol control 100; rescue of ATP level, % at 7.49 µM; hit rate 0.78% among 330,000;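 active = mean ATP rescue above about 67%, or every replicate alone reaching that limit, limit read from the data, passing the limit was not always enough; inconclusive = no clear call, values can overlap the other calls; inactive = mean under the limit and some replicate under it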;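 also: myotubes were challenged with 10 µM simvastatin during compound exposure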
* marks the source's active call; other numbers are inactive results; u = inconclusive; x = not tested or not shown; & = joins results of further samples.

Molecule	Xi reactivation	SIRT5 inh	LGR2 inh	ERAP1 inh	Cneo AK release	PGC1a acetyl inh	S100A4 inh HTS	Statin myotox sup
COc1ccc(Cl)cc1NC(=O)CN(C)C(=O)C1CC1	-0.2	-4	-17	-4	-1	x	-3	4
C[C@@H]1CCCCO[C@@H](CN(C)S(=O)(=O)c2ccc(F)cc2)[C@@H](C)CN([C@H](C)CO)C(=O)c2cc(N(C)C)ccc2O1	0.0&-0.1	-3&7&2	-11&1	0&-2&6	1&1&-3	-1&2&-17	u	2&-12
C[C@H](CO)N1C[C@H](C)[C@H](CN(C)C(=O)Nc2ccc(C(F)(F)F)cc2)Oc2ccc(NS(=O)(=O)c3ccccc3)cc2CC1=O	-0.5	15	13	-5	x	2	-38	13
Cc1cc(C)n(CC(=O)NNC(=O)c2ccc(OC(F)(F)F)cc2)n1	0.0	-3	-8	-1	1	4	-1	-14
Cc1ccccc1-c1cnc2c(c1)C(=O)N([C@H](C)CO)C[C@H](C)[C@H](CN(C)Cc1cccnc1)O2	0.5	1	-1	6	5	4	-3	-34
Cc1nc2c(-c3ccc(F)cc3)c(C)nn2c(C)c1CCC(=O)NCCN1CCOCC1	-0.1	-3	2	-1	-1	0	37	-23
Fc1cccc(Nc2ncnc3[nH]ncc23)c1	0.1	2	-40	2	x	x	-17	x
C=CCCCCCCCCc1nc(SCC(C)=O)n[nH]1	0.0	0	x	4	x	x	11	x
COc1ccc(NS(=O)(=O)c2ccc(C)c(C(=O)N(C)CCc3ccc(OC)c(OC)c3)c2)cc1	0.0	1	-25	-1	2	3	-4	17
CC[N+]1(C)CC2CCC(C)(C1)C2(C)C (stereo not drawn)	-0.1	-1	8	24	-3	x	-4	x
C[C@H]1CN([C@@H](C)CO)C(=O)Cc2cc(NC(=O)Nc3ccc(C(F)(F)F)cc3)ccc2O[C@H]1CN(C)C(=O)Nc1ccc(F)cc1	-1.2	-3	-10	0	-1	0	11	83*
CCc1ccc(NC(=O)Cn2c(=O)n(CCC(=O)NC3CCN(Cc4ccccc4)CC3)c(=O)c3ccccc32)cc1	0.0	-4	-15	-2	-2	1	-1	-33
CCOc1ccc(-c2nnn(CC(=O)N3CCCC(C)C3)n2)cc1 (stereo not drawn)	0.0	-4	-6	2	x	x	-3	x
O=C1c2cccc3cccc(c23)C(=O)C1(O)O	0.1	-1	40	0	-1	13	1	x
Nn1cnnc1N/N=C/c1cccc(Cl)c1Cl	0.0	5	-11	-4	6	3	3	7
CCN(CC)C(=O)COC(=O)c1cc(-c2ccco2)nc2ccccc12	-0.1	0	8	-4	x	x	2	x
O=C(NC1CCC1)[C@H]1[C@H](CO)[C@H]2Cn3c(ccc(-c4ccncc4)c3=O)[C@H]2N1CCc1ccccc1	0.0	-1	-2	-2	x	x	17	x
CNC[C@H]1Oc2ccc(NC(=O)NC3CCCCC3)cc2CC(=O)N([C@H](C)CO)C[C@@H]1C	0.2	7	-7	3	3	5	-5	-17
Cc1c(C(=O)O/N=C(\N)c2ccccn2)cccc1[N+](=O)[O-]	0.1	-8	x	2	x	x	-7	x
COC(=O)CCc1ccc(OCC(O)CNC(C)C)cc1 (stereo not drawn)	0.0	-4	0	-5	-1	3	1	12
N#Cc1ccc(OCC(=O)NC2=NCCS2)cc1	0.4	-2	8	-4	0	x	0	2
Cc1ccc(S(=O)(=O)Nc2cccc3c2O[C@H](CN(C)Cc2ccncc2)[C@H](C)CN([C@H](C)CO)C3=O)cc1	-0.3	x	13	-3	1	2	-13	-20
CSc1cccc(NC(=O)CCCOc2ccc(Cl)cc2C)c1	0.1	0	19	1	x	x	-1	x
CCCCNC(=O)COC(=O)CCC(=O)c1ccc(Cl)cc1	-0.2	2	-5	-5	1	-4	4	14
COc1ccc2c3c([nH]c2c1)[C@H](CO)N(S(=O)(=O)c1cn(C)cn1)CC31CCN(CC2CCCCC2)CC1	0.0	0	7	-29	x	-25	-1	x
COc1ccc(OCC(O)CN2CCc3ccccc3C2)cc1 (stereo not drawn)	0.3	0	31	-1	-1	-1	-1	-15
CC1(C)CC(=O)C2=C(C1)N(CC1CCCO1)C(=O)NC2(C(F)(F)F)C(F)(F)F (stereo not drawn)	x	0	-12	1	5	-6	0	1
CCOC(=O)CC1(NC(=O)c2cc(COc3cncc(Cl)c3)on2)CCCCC1	0.0	0	14	-1	5	-13	0	-10
Cc1cccc(C(=O)OCC(=O)Nc2nnc(-c3ccccc3)o2)c1O	0.0	-3	9	1	3	1	-2	1
Cc1ccc(C)n1-c1ccc(N2CCOCC2)c(Br)c1	x	x	-18	x	-1	1	x	5
Cc1c(Cl)c([N+](=O)[O-])nn1CCCC(=O)Nc1c(C)n(C)n(-c2ccccc2)c1=O	-0.1	1	1	x	-1	11	7	-1
CCN(CC(=O)NCc1cccs1)C(=O)/C=C/c1ccc(Cl)c(Cl)c1	-0.8	3	18	-2	1	12	-1	-12
O=C1NC[C@@H](CCCCN2CCN(CC3CCCCC3)C(=O)C2=O)N(CC2CCCCC2)C1=O	0.0	0	17	-2	x	x	0	x
c1ccc(N=NC2=NN(c3ccccc3)CS2)cc1	0.0	-2	-88	-4	-3	x	-3	x
CCN(CC)CCNC(=S)Nc1ccc(F)cc1	0.1	x	-6	x	x	1	9	x
c1ccc2nc3c(nc2c1)CCCC3	0.0	-4	-7	0	0	23	-3	0
CC(OC(=O)CNC(=O)c1ccco1)C(=O)Nc1ccc(Cl)cn1 (stereo not drawn)	0.0	-1	11	9	x	x	-2	x
C[C@@H]1CN([C@@H](C)CO)C(=O)c2cc(NC(=O)Nc3cccc4ccccc34)ccc2O[C@@H](C)CCCCO[C@H]1CN(C)Cc1ccncc1	-0.1	4	28	0	3	-7	0	x
CCOC(=O)NS(=O)(=O)c1ccc(CCNC(=O)c2cc(C)on2)cc1	-0.2	x	10	x	3	-4	x	x
O=C(C1CCN(S(=O)(=O)c2ccc(Br)s2)CC1)N1CCCCC1	0.2	x	2	12	2	x	3	-4
Cc1cc(Cl)n2c(nc3cc(F)c(F)cc32)c1C#N	1.0	-6	31	-7	x	-21	-3	x
CN1C(=O)NC(c2ccc([N+](=O)[O-])cc2)C2=C1CC(C)(C)CC2=O (stereo not drawn)	0.0	1	12	1	0	4	-1	-2
CC(Oc1cccc(Cl)c1)C(=O)Nc1ccccc1C(=O)N1CCCCC1 (stereo not drawn)	-0.1	2	12	-2	1	0	-1	-2
O=S1(=O)CCOC[C@H](CC2CCCCC2)N1Cc1ccccc1Br	0.0	x	11	4	-1	-23	-4	-12
COC(=O)/C(C#N)=C/c1c(N2CCCCCC2)nc2c(C)cccn2c1=O	0.0	6	-8	2	-3	6	0	0
CN(c1ccc(OCC(=O)OCC(=O)Nc2cccc([N+](=O)[O-])c2)cc1)S(=O)(=O)c1ccc(F)cc1	0.0	-6	15	1	-2	x	0	-6
CO[C@@H]1CN(C)C(=O)c2ccc(NC(=O)C3CCCC3)cc2OC[C@H](C)NC[C@@H]1C	0.3	0	3	-3	-2	x	-2	-3
NS(=O)(=O)c1ccc(NC(=S)NNC(=O)CCC(=O)Nc2ccccc2Cl)cc1	0.4	-4	7	0	-1	x	1	9
Cc1c(C(=O)Nc2ccccc2N2CCN(C)CC2)oc2ccc(F)cc12	0.0	0	15	-1	-2	x	3	9
CC(C)NC(=O)N1C[C@H]2[C@@H](c3ccccc31)[C@H](CO)N2C(=O)c1ccncc1	0.0	0	-8	x	1	6	9	-9

(listing goes on)
Molecule	Xi reactivation	SIRT5 inh	LGR2 inh	ERAP1 inh	Cneo AK release	PGC1a acetyl inh	S100A4 inh HTS	Statin myotox sup
COCC(=O)N(C)C[C@@H]1Oc2ncc(C#Cc3ccc(F)cc3)cc2C(=O)N([C@@H](C)CO)C[C@@H]1C	-1.0	-2	-7	-2	-4	7	12	27
O=C(NCCN1CCCCC1)[C@H]1N[C@H]2c3ccc(-c4ccccc4)c(=O)n3C[C@H]2[C@@H]1CO	0.0	-18	-6	0	x	x	6	x
CN1CCN(C(=O)[C@H]2[C@H](CO)[C@H]3Cn4c(ccc(C5=CCCC5)c4=O)[C@H]3N2Cc2nccs2)CC1	0.3	-8	4	-1	0	x	2	-2
C[C@H](CO)N1C[C@H](C)[C@H](CN(C)C(=O)OCc2ccccc2)OCc2cn(nn2)CCCC1=O	-0.4	x	6	x	x	-3	x	2
Cc1cc(C(=O)C(=O)N(C)C)c(C)n1-c1ccc([N+](=O)[O-])cc1	x	x	-16	x	0	13	x	2
CNC[C@H]1OCCCC[C@@H](C)Oc2ccc(NC(=O)Nc3cccc4ccccc34)cc2C(=O)N([C@H](C)CO)C[C@@H]1C	-0.1	5	23	-3	-4	-22	-10	14
CC1(C)CC(NCCN2CCN(C3=CC(=C(C#N)C#N)CC(C)(C)C3)CC2)=CC(=C(C#N)C#N)C1	0.0	-4	x	-5	x	x	-2	x
O=C1C2C(c3ccccc3)C=CC(c3ccccc3)C2C(=O)N1c1ccncc1 (stereo not drawn)	x	x	25	x	4	-14	x	21
Cc1noc(C)c1NC(=O)N(C)C[C@@H]1OCCCC[C@H](C)Oc2ccc(NC(=O)Nc3ccc(F)cc3)cc2C(=O)N([C@@H](C)CO)C[C@H]1C	0.0	-6	-2	2	4	12	4	x
C[C@@H]1CN([C@@H](C)CO)S(=O)(=O)c2ccc(C#Cc3ccccc3)cc2O[C@@H]1CN(C)S(C)(=O)=O	-1.9	-1	23	-3	-2	5	-25	12

An excerpt; rates above refer to the full screens.
